Screening results from PubChem.
CHRM1 antagonist: antagonists of human M1 muscarinic receptor; CHO-K1 hM1, Fluo-8 calcium fluorescence, ACh EC80 antagonist; inhibition, % at 3 µM; 1.3% of 360,000 active; AID 588852;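 active = percent inhibition above its own plate's cutoff, namely the mean of that plate's compound wells plus 3 SD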;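 note: peak over basal fluorescence ratio during 140 s after agonist addition; 0% = ACh EC80 plus DMSO and 100% = DMSO alone without agonist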
M5 ag: agonists of human muscarinic M5 receptor (CHRM5); CHO-K1 hM5 cells, Fluo-8 calcium fluorescence; 0% DMSO wells, 100% maximal acetylcholine response; activation, % at 3 µM; 0.19% of 360,000 active; AID 624037;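 active = activation above the run's mean over test compounds plus 3 SD, cut at about 23% in these data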;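 note: signal is peak over basal fluorescence ratio across the kinetic read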
Target sequence (P08912 whole entry, looked up): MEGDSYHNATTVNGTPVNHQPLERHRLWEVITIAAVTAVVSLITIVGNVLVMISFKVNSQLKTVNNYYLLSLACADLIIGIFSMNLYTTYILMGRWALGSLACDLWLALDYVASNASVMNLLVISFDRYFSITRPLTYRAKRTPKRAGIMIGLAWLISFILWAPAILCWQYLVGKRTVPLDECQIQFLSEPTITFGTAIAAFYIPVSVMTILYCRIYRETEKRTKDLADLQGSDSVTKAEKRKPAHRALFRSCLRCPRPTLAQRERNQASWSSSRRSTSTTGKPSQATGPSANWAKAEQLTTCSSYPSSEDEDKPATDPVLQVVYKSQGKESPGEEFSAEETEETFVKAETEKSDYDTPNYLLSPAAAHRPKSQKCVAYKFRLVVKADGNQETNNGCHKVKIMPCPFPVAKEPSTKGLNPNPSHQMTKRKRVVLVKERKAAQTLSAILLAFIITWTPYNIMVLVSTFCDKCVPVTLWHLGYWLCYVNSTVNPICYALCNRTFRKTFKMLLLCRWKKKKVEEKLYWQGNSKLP
CHRM4 agonist: agonists of human muscarinic M4 receptor (CHRM4). P08173. CHO-K1 hM4/Gqi5, Fluo-8 calcium fluorescence; vehicle 0%, full acetylcholine response 100%. activation, % at 3 µM. 0.14% of 360,000 active;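 active = activation above the run mean over all test wells plus 3 SD, cut at about 32% in these data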;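 note: peak over basal fluorescence ratio per well then scaled between controls; 0% = DMSO wells and 100% = acetylcholine at EC100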
Target sequence (P08173 whole entry, looked up): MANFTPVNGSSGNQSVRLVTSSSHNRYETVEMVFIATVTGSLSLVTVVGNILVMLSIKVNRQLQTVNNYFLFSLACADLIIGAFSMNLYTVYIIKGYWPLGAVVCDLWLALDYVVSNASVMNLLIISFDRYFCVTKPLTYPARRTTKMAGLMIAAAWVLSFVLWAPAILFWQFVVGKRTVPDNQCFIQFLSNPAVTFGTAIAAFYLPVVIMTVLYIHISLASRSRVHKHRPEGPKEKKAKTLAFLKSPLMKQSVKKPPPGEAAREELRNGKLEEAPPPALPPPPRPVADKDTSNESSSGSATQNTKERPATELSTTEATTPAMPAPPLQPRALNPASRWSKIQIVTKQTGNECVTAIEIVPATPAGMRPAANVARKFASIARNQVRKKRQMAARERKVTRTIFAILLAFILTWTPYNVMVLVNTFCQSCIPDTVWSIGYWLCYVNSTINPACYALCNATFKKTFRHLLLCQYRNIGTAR
CHRM5 antagonist: blocks acetylcholine activation of human M5 receptor | P08912 | CHO-hM5 cells, Fluo-8 calcium fluorescence, ACh EC80 | inhibition, % at 3 µM | 0.59% of 360,000 active | AID 624040;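 active = inhibition above a per-plate cutoff, the mean of that plate's test compounds plus 3 SD, cut at about 27% in these data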;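 note: 0% = acetylcholine EC80 with DMSO and 100% = DMSO without agonist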
CHRM1 agonist: activates human CHRM1 receptor. 0.33% of 360,000 active. CHO-K1 hM1, Fluo-8 calcium fluorescence, agonist mode; 0% DMSO, 100% acetylcholine EC100. P11229. activation, % at 3 µM;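 active = activation above the run's mean compound activation plus 3 SD, cut at about 16% in these data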;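 note: peak over basal fluorescence ratio within a 140 s kinetic read after compound addition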
CHRM5 PAM: potentiates acetylcholine response at human M5 receptor | CHO-K1 hM5, Fluo-8 calcium, ACh EC20 PAM; 0% = ACh EC20, 100% = ACh EC100 | activation, % at 3 µM | 0.3% of 360,000 active | AID 624038;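 active = activation above the run cutoff, the mean activation of all test compounds plus 3 SD, cut at about 18% in these data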
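system = human M5 receptor in CHO-K1 cells | compound = one concentration, 3 µM final (nominal) | schedule = Post-acetylcholine fluorescence recording 140 s | signal = Fluo-8 calcium dye fluorescence, kinetic read | benchmarks = low control EC20 acetylcholine (0%), high control EC100 acetylcholine (100%) | repeats = singlicate, one well per test compound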
M4 antag: blocks acetylcholine activation of human M4 receptor | P08173 | CHO-hM4 cells, ACh EC80, Fluo-8 calcium fluorescence | inhibition, % at 3 µM | 0.73% of 360,000 active | AID 624125;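 active = inhibition above its plate's cutoff, the mean inhibition of sample wells plus 3 SD, cut at about 27% in these data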;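 note: 0% = acetylcholine EC80 with DMSO and 100% = DMSO without agonist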
TAAR1 ag: human TAAR1 agonism | CHO RD-HGA16 TAAR1, Fluo-8 calcium fluorescence; vehicle wells 0%, saturating PEA agonist 100% | Q96RJ0 | activation, % at 3 µM | AID 624467 | 0.99% of 360,000 active;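 active = activation above the mean activation of all test compounds in the run plus 3 SD, cut at about 38% in these data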
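Test system: RD-HGA16 (CHO) cells co-expressing Gα16 and hTAAR1 / Benchmarks: DMSO vehicle as 0%, PEA at EC100 as 100% / Repeats: no replicates (n 1) / Measure: % activation from peak over basal fluorescence ratio, DMSO-to-PEA scaled / Timing: 17-24 h plating, Fluo-8 75 min 37 °C, 30 min RT / Technique: kinetic Fluo-8 calcium fluorescence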
M1 PAM: potentiates human M1 receptor response to acetylcholine; CHO-K1 hM1, Fluo-8 calcium fluorescence, ACh EC20; 0% = ACh EC20, 100% = maximal ACh; activation, % at 3 µM; 0.088% of 360,000 active; AID 588819; in the data active = activation above about 19%, passing the limit was not always enough
The depositor's hits bear a star; · = not tested or not shown.

No. | canonical_smiles | CHRM1 antagonist | M5 ag | CHRM4 agonist | CHRM5 antagonist | CHRM1 agonist | CHRM5 PAM | M4 antag | TAAR1 ag | M1 PAM
1 | O=C(OCC1OC(n2cc(Br)c(=O)[nH]c2=O)C(Br)C1O)c1ccccc1 (stereo unspecified) | -13 | 1 | 2 | 3 | -4 | 6 | -13 | 1 | 8
2 | CCOC(=O)Cn1cnc2sc3c(c2c1=O)CCC3 | -4 | 0 | 1 | 2 | -3 | -3 | 3 | -1 | 4
3 | CC(C)=NOc1nc(N2CCOCC2)nc(N2CCOCC2)n1 | -7 | -1 | 1 | 9 | -3 | -5 | -9 | 1 | 7
4 | CCC/C(O)=C1\C(=O)CCCC1=NCCc1ccc(OCC)c(OCC)c1 | -4 | 1 | -1 | 6 | -1 | -3 | -2 | 5 | 5
5 | O=C(O)CC/C(=N\NC(=O)CNC(=O)/C=C/c1ccccc1)c1ccccc1 | -13 | 0 | -1 | 1 | -4 | 7 | 0 | -2 | 12
6 | COC(=O)C(NC(=O)c1ccco1)(Nc1ccc(Br)cn1)C(F)(F)F (stereo unspecified) | -1 | -8 | -1 | 15 | -6 | -14 | -5 | 10 | 2
7 | CCc1c(C)nc2cc(-c3ccc(OC)c(OC)c3)nn2c1NCC1CC1 | 7 | -2 | 1 | 5 | -5 | 1 | 9 | 5 | -1
8 | CCOC(=O)Cc1csc(NC(=O)c2ccc(Cl)nc2)n1 | -5 | -1 | 6 | 25 | 1 | -17 | -4 | 13 | -3
9 | CCCOc1ccc(/C=C2\SC(N)=NC2=O)cc1OC | -6 | -5 | 0 | -2 | -4 | -2 | 1 | 2 | 5
10 | Cc1ccccc1C(=O)NC(=S)N(Cc1ccccc1)c1ccccn1 | -4 | 2 | 1 | 5 | -5 | -9 | -3 | 4 | 1
11 | COc1cc(Cl)c(C)cc1NC(=O)COC(=O)C1=COCCO1 | 0 | -1 | 1 | -3 | -2 | 3 | -1 | 2 | 5
12 | CN(C)C(=O)CN1CCN(C(=O)CCl)CC1 | -2 | 0 | 1 | 1 | -3 | 5 | -1 | 5 | 9
13 | O=C1CCC(C(=O)N2CCSCC2)CN1Cc1ccc(Cl)cc1 (stereo unspecified) | -9 | -2 | 1 | -8 | -2 | 2 | 2 | 2 | 8
14 | COc1cccc(C(=O)Nc2nc3ccc(S(C)(=O)=O)cc3s2)c1 | -3 | -2 | 5 | 3 | -3 | -7 | -2 | 14 | 17
15 | COCCCNC(=O)c1cccc2c(=O)c(C)c(-c3ccccc3)oc12 | 0 | 0 | 3 | 2 | -6 | 3 | 1 | 2 | 0
16 | Cc1ncc(CO)c(CO)c1O | -19 | 1 | 0 | -2 | -3 | -1 | 3 | -1 | 2
17 | CN(C)CCN(C)C1CN(Cc2ccc([N+](=O)[O-])cc2)S(=O)(=O)C1 (stereo unspecified) | 12 | 0 | 0 | -6 | -8 | 2 | 4 | 1 | -7
18 | CCOc1ccc(CCNC(=O)CCS(=O)(=O)c2ccc(C)cc2)cc1OCC | -13 | -4 | 1 | 7 | -6 | -2 | -7 | -3 | 11
19 | N#C/C(=C\c1ccccc1)c1ccccn1 | -3 | -1 | 0 | 1 | -3 | 4 | -1 | 2 | 5
20 | O=C(Nc1cccc(F)c1)C1CCCN(S(=O)(=O)c2cccc3cccnc23)C1 (stereo unspecified) | 2 | 0 | 4 | -7 | 0 | 0 | 4 | 12 | -4

Ordered by value in M4 antag (high to low): some entries from above
entry	compound	M4 antag
20	O=C(Nc1cccc(F)c1)C1CCCN(S(=O)(=O)c2cccc3cccnc23)C1 (stereo unspecified)	4
19	N#C/C(=C\c1ccccc1)c1ccccn1	-1
14	COc1cccc(C(=O)Nc2nc3ccc(S(C)(=O)=O)cc3s2)c1	-2
8	CCOC(=O)Cc1csc(NC(=O)c2ccc(Cl)nc2)n1	-4

Additional compounds follow:
No. | canonical_smiles | CHRM1 antagonist | M5 ag | CHRM4 agonist | CHRM5 antagonist | CHRM1 agonist | CHRM5 PAM | M4 antag | TAAR1 ag | M1 PAM
21 | CCOC(=O)c1cn(CC)c2ccc(Br)cc2c1=O | -5 | 3 | 0 | -6 | -3 | -1 | 9 | -1 | 6
22 | Cc1ccc(C(=O)Nc2nc(C(N)Cc3ccc(C(F)(F)F)cc3)cs2)cc1 (stereo unspecified) | 7 | 6 | 36* | 10 | 9 | 5 | 8 | 65* | 3
23 | O=S(=O)(c1ccccc1Br)N1CCC(O)(c2cccnc2)CC1 | -5 | -6 | 3 | 7 | -11 | -5 | 5 | 6 | 11
24 | CCOc1ccccc1N1CC(C(=O)N2CCc3ccccc32)CC1=O (stereo unspecified) | -2 | -6 | 5 | -2 | -3 | -12 | 1 | 5 | 3
25 | Cc1ccc2c(c1)N(CCC(=O)NC1CCCCC1)C(=O)CO2 | -6 | -2 | 1 | 3 | -4 | 1 | -7 | -1 | 10
26 | CCCNC(=O)c1ccc2c(=O)c(O)c(-c3ccsc3)[nH]c2c1 | 2 | 1 | 1 | 7 | -3 | 2 | -10 | · | 0
27 | O=C(/C=C/c1ccc(Cl)cc1)NC(=S)Nc1ccc(C(=O)O)cc1 | -5 | -5 | 1 | 5 | 1 | 4 | -4 | 5 | 9
28 | CN(CC(=O)NNC(=O)CNC(=O)c1cccs1)S(=O)(=O)c1ccc(Cl)cc1 | -16 | 0 | 1 | -4 | 1 | 2 | -18 | 6 | 6
29 | COc1ccc(Nc2cc(C(=O)NC3CCCC3)c3ccccc3n2)c(OC)c1 | 19 | -2 | 16 | 7 | -2 | -9 | 1 | 6 | -8
30 | CC(C)c1ccc(NC(=O)c2ccccc2NC(=O)C2CC=CCC2C(=O)O)cc1 (stereo unspecified) | -3 | -5 | 1 | -8 | -3 | 7 | 5 | 1 | 2

An excerpt from above, reduced to CHRM5 PAM and CHRM5 antagonist.
entry	SMILES	CHRM5 PAM	CHRM5 antagonist
24	CCOc1ccccc1N1CC(C(=O)N2CCc3ccccc32)CC1=O (stereo unspecified)	-12	-2
25	Cc1ccc2c(c1)N(CCC(=O)NC1CCCCC1)C(=O)CO2	1	3
26	CCCNC(=O)c1ccc2c(=O)c(O)c(-c3ccsc3)[nH]c2c1	2	7
27	O=C(/C=C/c1ccc(Cl)cc1)NC(=S)Nc1ccc(C(=O)O)cc1	4	5

The results go on:
No. | canonical_smiles | CHRM1 antagonist | M5 ag | CHRM4 agonist | CHRM5 antagonist | CHRM1 agonist | CHRM5 PAM | M4 antag | TAAR1 ag | M1 PAM
31 | CCOCCCn1c(NN)nc2ccccc2c1=O | -9 | -1 | 1 | 1 | -3 | 3 | 2 | 0 | 4
32 | Cc1ccc(-c2csc3nnc(SCc4csc(C)n4)n23)cc1 | 0 | 2 | 4 | -4 | -4 | 5 | -13 | 9 | 5
33 | CN(C)c1ccc(C(=O)c2ccccc2)cc1 | -13 | -3 | -2 | 9 | -6 | 0 | -2 | 6 | 13
34 | Cc1c(C)n2c(SCC(=O)NC3CCCCC3)nnc2[nH]c1=O | -9 | 0 | 0 | 1 | -2 | 1 | 2 | 0 | 8
35 | CC(C)(C)c1ccc(-c2nnc(SCC(=O)NCC3CCCO3)n2N)cc1 (stereo unspecified) | -6 | -1 | 1 | 4 | -3 | 5 | 5 | 4 | 10
36 | CC(C)CC1NC(=O)N(CC(=O)N2CCCc3ccccc32)C1=O (stereo unspecified) | -1 | -4 | 1 | -2 | -5 | -3 | 2 | 3 | 13
37 | Cc1ccccc1-c1nn(-c2ccc(F)cc2F)cc1CNCC(C)O (stereo unspecified) | -4 | -2 | 1 | 1 | -11 | -2 | 12 | -1 | 3
38 | Cc1cn([C@H]2C[C@H](O)[C@@H](/C=C/C(=O)NCc3ccco3)O2)c(=O)[nH]c1=O | -32 | 1 | 1 | -3 | -2 | -2 | -18 | 2 | 8
39 | OCC1(Cc2ccccc2Cl)CCN(C/C=C/c2ccccc2)CC1 | 62* | -18 | 8 | 26 | -5 | -36 | 19 | 14 | -26
40 | O=C(Nc1nc2ccsc2c(=O)s1)c1ccc(Cl)cc1 | -6 | -1 | 1 | 17 | -2 | -8 | -7 | 1 | 4
41 | CC(C)c1ncc(S(=O)(=O)c2ccc(C(F)(F)F)cn2)c(N)n1 | -9 | 1 | 0 | 3 | -1 | 2 | -1 | 0 | 8
42 | CCOC(=O)N1CCN(S(=O)(=O)c2ccc(OCC(=O)OC)c(Cl)c2)CC1 | -7 | 4 | 2 | -1 | 1 | -1 | -9 | 5 | 5
43 | Cc1ccc(N2CCN(C(=O)C(=O)c3ccc4c(c3)OCO4)CC2)cc1 | · | -1 | 2 | 8 | · | -2 | -6 | -1 | ·
44 | CCOC(=O)NNC(=O)CCn1c2c(c3ccccc31)CCCC2 | -2 | -1 | 0 | 1 | -2 | 3 | -7 | 4 | 9
45 | CC(C)Oc1ccc(C(=O)NCCCNC(=O)c2ccccn2)cc1 | 0 | -3 | 1 | 3 | -4 | 2 | 2 | -2 | 4
46 | O=C(NCc1ccccc1)C1CC(=O)N(C2CCCCCC2)C1 (stereo unspecified) | 4 | 3 | 1 | 7 | -5 | 6 | -1 | 2 | 4
47 | Cc1ccc(NC(=O)CN(C)CC(=O)Nc2ccc3c(c2)OCO3)cc1 | -10 | 0 | 1 | 9 | -5 | -4 | 1 | 2 | 3
48 | Cn1c(N)c(C(=O)CCl)c(=O)n(C)c1=O | -5 | -1 | 2 | -3 | -2 | 7 | -18 | 10 | 5
49 | O=C(CSc1nnc(-c2ccc(Br)cc2)n1CCc1ccccc1)NC1CCS(=O)(=O)C1 (stereo unspecified) | 1 | -4 | 4 | 10 | -8 | -8 | 2 | 2 | 1
50 | CCc1nnc(NC(=O)CN2CCN(c3nc(-c4ccccc4)cs3)CC2)s1 | -6 | 2 | 4 | -8 | -4 | 1 | -5 | 8 | 4
51 | COc1ccc(-c2c(-c3cc(OC)cc(OC)c3)n(C)c3ccc(-c4ccc5cc[nH]c5c4)cc23)cc1 | 0 | 1 | 1 | 6 | -3 | 7 | -3 | 2 | 8
52 | NC(=O)CN1CCN(C(=O)Nc2ccccc2)CC1 | -7 | 4 | 0 | 0 | 0 | -2 | -17 | 2 | 8
53 | Cc1ccc(CN2[C@@H](c3ccccc3)COCCS2(=O)=O)cc1 | -5 | -4 | 0 | 10 | -5 | 1 | 8 | 0 | 3
54 | COCCN(Cc1ccc(C)c(Br)c1)C(=O)Cn1cnc(S(=O)(=O)N2CCCC2)c1 | 10 | -1 | 2 | -4 | -2 | -4 | 4 | 2 | -6
55 | CCOc1ccc(NC(=O)COc2cccc3c2CCN(Cc2cccnc2)C3=O)cc1 | -7 | -4 | 6 | -4 | -5 | -5 | -18 | -3 | 2
56 | O=Nc1c2nc3ccccc3n(O)c-2c2ccccc12 | -5 | 1 | 4 | 1 | -3 | -3 | 5 | 9 | 2

Only part of the results is shown (hit frequency here may not be typical).
